# TDP1 inh = blocks human tyrosyl-DNA phosphodiesterase 1; Q9NUW8; Potency, µM (highest dose often 130 µM), for the others: at the highest dose activity change, negative = inhibition, actives largely listed as inhibitors; AID 485290; recombinant TDP1, AlphaScreen DNA substrate cleavage; 350,000 tested, 0.28% active; note: nearly all actives have a fitted effect of over 40% in size
# Target sequence (Q9NUW8 whole entry, looked up): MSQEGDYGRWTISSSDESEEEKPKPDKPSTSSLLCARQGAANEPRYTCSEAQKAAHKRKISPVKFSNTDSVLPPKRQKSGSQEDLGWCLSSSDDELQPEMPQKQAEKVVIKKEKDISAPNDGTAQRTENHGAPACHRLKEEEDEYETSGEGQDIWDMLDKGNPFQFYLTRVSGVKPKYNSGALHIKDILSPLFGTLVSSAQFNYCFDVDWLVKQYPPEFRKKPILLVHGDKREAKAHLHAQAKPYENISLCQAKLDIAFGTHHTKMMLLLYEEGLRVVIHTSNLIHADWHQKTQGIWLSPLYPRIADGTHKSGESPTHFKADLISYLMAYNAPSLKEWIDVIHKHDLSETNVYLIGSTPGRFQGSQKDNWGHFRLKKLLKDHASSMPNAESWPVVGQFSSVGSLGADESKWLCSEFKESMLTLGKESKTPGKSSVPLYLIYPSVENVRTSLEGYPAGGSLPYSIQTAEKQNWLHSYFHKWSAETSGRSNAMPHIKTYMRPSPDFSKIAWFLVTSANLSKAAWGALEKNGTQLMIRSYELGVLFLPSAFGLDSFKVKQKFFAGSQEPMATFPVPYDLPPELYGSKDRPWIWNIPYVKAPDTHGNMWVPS
#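 Recombinant E. coli-expressed Tdp1 (1 nM) preincubated with compound 15 min at RT, then 5'-biotin/3'-phosphotyrosine-FITC DNA substrate (15 nM) added for 5 min. AlphaScreen beads (10 ug/ml) added, 10 min RT; tyrosine-FITC cleavage read as signal loss.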
# TDP1 cell CPT = growth inhibition of DT40 Tdp1-/-;hTDP1 cells with camptothecin (screen for TDP1 inhibitors) | AID 686979 | Potency, µM (series often up to 46.2 µM), without a hit: at the highest dose activity change, negative = growth inhibition, hits mostly inhibitors | 420,000 tested, 12% active | chicken DT40 Tdp1-/-;hTDP1 cells + 20 nM CPT, ATP luminescence, 48 h; note: nearly all actives have a fitted effect of over 55% in size
#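 Chicken DT40 Tdp1-/- cells stably complemented with human TDP1 were seeded at 400 cells/well in medium containing 20 nM camptothecin, exposed to pin-transferred compounds, and grown at 37 °C for at least 48 hr. Viability was read as ATP luminescence.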
# DT40 TDP1 no CPT = qHTS for Inhibitors of human tyrosyl-DNA phosphodiesterase 1 (TDP1): qHTS in cells in absence of CPT; DT40 Tdp1-/- hTDP1 cells, no CPT, ATP luminescence, 48 h; Potency, µM (titrated, usually from 46.2 µM), without a hit: at the highest dose activity change, negative = growth inhibition, actives largely listed as inhibitors; 420,000 tested, 15% active; AID 686978, 2013; note: nearly all actives have a fitted effect of over 55% in size
#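 Growth kinetics read by CellTiter-Glo luminescence after ≥48 hr at 37 °C. Cells: DT40 Tdp1-/- stably carrying human TDP1, 400 per well, compound exposure in the absence of CPT (DMSO vehicle).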
# The depositor's hits bear a star; u = inconclusive; x = not tested or not shown; & = joins results of further samples; [ ] = remark or other dose. Calls come from the whole dose curve; as a rule, active = well fitted curve in the direction sought with a large enough effect; inconclusive = small, poorly fitted or top-dose-only effect, or another doubt; inactive = no such curve, though single readings can be large; an effect the other way counts as inactive or inconclusive. % is set by controls: 0 for no effect and ±100 for the full control effect; potency is the fitted concentration of half-maximal effect. Compounds were not picked by outcome. About 18% of those tested had a hit in this group.
cpd	Structure	DT40 TDP1 no CPT	TDP1 inh	TDP1 cell CPT
1	CN(Cc1cc2ccccc2[nH]c1=O)S(C)(=O)=O	-4%	0%	-13%
2	NC(=O)C1(C(=O)O)OC1(c1ccc(Cl)cc1)c1ccccc1Cl (configuration not stated)	-1%	x	-2%
3	Cc1ccc(-c2csc3nc(SCC(=O)N(C)C)n(Cc4ccccc4)c(=O)c23)cc1	13µM*	3%	12µM*
4	COC(=O)Nc1nnc(-c2ccccc2OC)s1	u	4%	-18%
5	CCN(CC)CCNC(=S)Nc1ccc2nc(N3CCN(CC)CC3)cc(C)c2c1	u	x	u
6	COC(=O)/C=C/c1cc(F)ccc1S(=O)(=O)NC(C)(C)C	u	x	-8%&-4%
7	C[n+]1ccn(CC(=O)c2cccs2)c1	-10%	x	14%
8	COc1ccc(N2CCN(C(=O)CCc3nnc4ccc(N5CCC(C)CC5)nn34)CC2)cc1	18µM*	4%	18µM*
9	O=C(O)c1cccc(-c2ccc(/C=N/Nc3nn[nH]n3)o2)c1	2%	-15%	16%
10	CCOn1c(=O)c(-c2ccc(F)cc2)[n+]([O-])c2ccccc21	19%	x	-15%
11	O=C(N=C1SC2CS(=O)(=O)CC2N1c1ccccc1)c1ccccc1 (configuration not stated)	-18%	1%	12%
12	CC1CC(C)CN(S(=O)(=O)CC23CCC(CC2=O)C3(C)C)C1 (configuration not stated)	-18%	16%[0.0935 µM]	-1%
13	Cc1cc(C(=O)NNC(=O)c2ccccc2O)c(C)o1	u	0%	u
14	CCn1cc(C(=O)N2CCN(c3ccccc3F)CC2)c(=O)c2cc(S(=O)(=O)N(C)C3CCCCC3)ccc21	u	5%	-7%
15	Cn1c(CCN2CCCCC2)nc2cc(NC(=O)Nc3ccccc3)ccc21	-28%	4%	u
16	CC1Oc2ccccc2N(CC(=O)NCc2ccc3c(c2)OCO3)C1=O (configuration not stated)	-23%	-6%	13%
17	Cc1nc2ccccc2c(=O)n1/N=C/c1ccccc1O	0%	6%	-2%
18	COc1ccccc1N1CCN(CC(=O)Nc2c(C)n[nH]c2C)CC1	-1%	0%	-8%
19	Cn1c(CN2CCN(c3ccc(Cl)cc3)CC2)nc2ccccc21	u	4%	u
20	CCOC(=O)C(C)n1cnc2c(nnn2-c2cccc(OC)c2)c1=O (configuration not stated)	3%	x	-4%
21	O=C(NCc1ccccc1)c1c(O)c2cccc3c2n(c1=O)CCC3	u	-2%	u
22	CCCn1c(=N)c(S(=O)(=O)c2ccc(F)cc2)cc2c(=O)n3ccccc3nc21	-28%	3%	-13%
23	O=C(NNC(=O)C1CCCC1)c1cc([N+](=O)[O-])cc([N+](=O)[O-])c1	-12%	0%	1%
24	Nc1nc(-c2ccc(F)cc2)cs1	-14%	-1%	-6%
25	O=C(NCc1cccnc1)C(=O)NCC(c1ccco1)N1CCN(c2ccccc2)CC1 (configuration not stated)	u	-2%	u
26	O=C(COC(=O)CCC(=O)c1ccc(F)cc1)NCc1ccccc1Cl	-8%	-3%	6%
27	O=C(CN1C(=O)S/C(=C\c2ccc(F)cc2)C1=O)NCCCn1ccnc1	-26%	3%	u
28	O=C(CSc1nc2ccccc2[nH]1)N/N=C/c1ccncc1	-18%	0%	-20%
29	CN(Cc1ccccc1)C(=O)c1ccc(Nc2nc(CN)cs2)nc1	-17%	x	-16%
30	CCN(C(=O)c1c(C)noc1C)c1c(N)n(Cc2ccccc2)c(=O)[nH]c1=O	0%	1%	10%

# Following part
cpd	Structure	DT40 TDP1 no CPT	TDP1 inh	TDP1 cell CPT
31	CCSc1nnc(-c2cccnc2)n1Cc1ccco1	1%	5%	-6%
32	Cc1cc(/C=C2\SC(=S)N(Cc3ccco3)C2=O)c(C)n1-c1ccccc1	u	3%	u
33	COc1ccc(-c2csc(C(C)(O)c3ccccc3)n2)cc1 (configuration not stated)	u	x	16µM*
34	O=C(COC(=O)c1ccccn1)NCCc1ccc(Cl)cc1	-4%	1%	-17%
35	O=C(C1CCCN(Cc2ccccc2F)C1)N1CCCCC1 (configuration not stated)	-8%	x	1%
36	CSc1ncccc1C(=O)NNc1cc(Cl)ccc1Cl	5%	x	-16%
37	O=C(CSc1nnc(-c2ccccc2F)o1)N1CCCC1	-7%	-4%	-7%
38	Cc1nc2cncnc2n(Cc2ccc(F)cc2)c1=O	2%	x	2%
39	Nn1c(SCc2cccc3ccccc23)nnc1-c1ccco1	u	4%	u
40	N#CCCN(Cc1cccs1)C(=O)c1ccc(Cl)cc1	-9%	-1%	2%
41	Cc1[nH]c2ccccc2c1C(=O)C(=O)NCCOc1ccccc1	-9%	2%	11%
42	COc1cc(Cl)ccc1S(=O)(=O)n1nc(C)cc1C	-20%	5%	-8%
43	CCOc1nc(C)ccc1-c1noc(-c2ccccc2OC)n1	u	-4%	-28%
44	O=[N+]([O-])c1cc(Cl)ccc1NCCNc1ncc(C(F)(F)F)cc1Cl	-9%	5%	-11%
45	CN(C(=O)Nc1cccc(C(F)(F)F)c1)C1CCCCC1	0%	-5%	0%
46	CC(C)NC(=O)[C@H](CSCc1ccccc1)N1Cc2ccccc2C1=O	-5%	3%	7%
47	COC(=O)c1scc(S(=O)(=O)C(C)(C)C)c1-n1cccc1	-15%	5%	-11%
48	O=C(N/N=C/c1coc2ccc(Cl)cc2c1=O)c1ccc(O)cc1	-19%	5%[56.1 µM]	u
49	O=C(c1ccco1)N(Cc1ccco1)c1ccc(O)cc1	u	0%	-20%
50	COc1ccc2oc(C(=O)OCC(=O)N3CCN(S(=O)(=O)c4ccccc4)CC3)c(C)c2c1	u	-3%	u
51	N#Cc1ccc(Oc2ccc(NC(=O)C3CC=CCC3C(=O)O)cc2)cc1 (configuration not stated)	u	-4%	-25%
52	Cc1ccc(S(=O)(=O)N(CC(=O)NC2CC2)c2ccc(C)c(Cl)c2)cc1	-16%	2%	-7%
53	Cc1ccc(O)c(NC(=O)/C=C/C(=O)O)c1	-2%	7%	2%
54	O=C(CC(=O)N/N=C\c1ccccc1)NCCc1ccccc1	-1%	0%	-5%
55	CCOC(=O)/C(=N/Nc1ccc(Cl)cc1)S(=O)(=O)c1ccc(Cl)cc1	-7%	7%	-12%
56	Cc1cccc(-c2nnc3n2N=C(c2ccc(Br)cc2)CS3)c1	-42%	4%	-49%
57	O=C1C=CC(=Nc2ccc3c(c2)Cc2ccccc2-3)O1	9%	x	7%
58	COc1cc(C)ccc1S(=O)(=O)NC(=O)C1(C)CCN1C(=O)c1ccc(C(F)(F)F)nc1C (configuration not stated)	13%	x	6%
59	COCCN(Cc1cc2cc(C)ccc2nc1Cl)C(=O)Nc1ccccc1OC	16µM*	0%	16µM*
60	CCCS(=O)(=O)c1c(S(=O)(=O)CCC)c2ccccn2c1C(=O)OC	16µM*	2%	21µM*

# Other records:
cpd	Structure	DT40 TDP1 no CPT	TDP1 inh	TDP1 cell CPT
61	Cc1ccnc(NS(=O)(=O)c2ccc(NC(=O)Cc3c(F)cccc3Cl)cc2)n1	-3%	x	5%
62	COc1ccc(C(=O)N/N=C(\C)c2ccc3c(c2)C2C=CCC2C(c2ccccc2)N3)cc1 (configuration not stated)	15µM*	-5%	u
63	Nc1c2c(nc3sc4c(c13)CCCC4)-c1ccccc1CC2	u	0%	-20%
64	COc1ccc(C(=O)CC(=O)c2ccccc2O)cc1OC	u	0%	u
65	Cc1[nH][nH]c(=O)c1C(c1ccc(N(C)C)c(Br)c1)c1c(C)[nH][nH]c1=O	-24%	10%	10%
66	CN1CCN(c2ncc3nc(CCc4ccccc4)c(=O)n(C)c3n2)CC1	u	x	23µM*
67	Cc1nc2cnc(Oc3ccccc3)nc2n(-c2ccccc2)c1=O	-51%	x	-35%
68	c1ccc(-n2nnnc2SCc2ccccn2)cc1	-18%	-5%	-3%
69	Cc1noc(C)c1S(=O)(=O)N1CCC(C(=O)N2CCN(c3ccccc3)CC2)CC1	u	2%	0%
70	CC(=NNC(=O)CCC(=O)Nc1ccccc1Cl)c1ccco1	-3%	0%	7%
71	O=C(NCCC1=CCCCC1)C1CCN(S(=O)(=O)c2ccc(Br)s2)CC1	21µM*	-3%	21µM*
72	CC(C)COC(=O)c1ccc(NC(=O)C2C3C=CC(C3)C2C(=O)O)cc1 (configuration not stated)	-23%	1%	-17%
73	COC(=O)c1c(C(=O)OC)c(-c2ccc(C(C)(C)C)cc2)n2c1CS(=O)C2 (configuration not stated)	u	6%	-19%
74	CCc1nc2c(cnn2-c2ccc(Cl)cc2)c(=O)n1-c1ccc(OC)cc1	u	6%	u
75	COc1ccc(CCNC(=O)CSc2ccc(-c3ccncc3)nn2)cc1	-25%	-6%	-6%
76	CCN(CC)S(=O)(=O)c1cccc(NC(=O)C2SC(=Nc3ccc(C)cc3C)C(C(=O)NCC3CCCO3)=C2N)c1 (configuration not stated)	23µM*	5%	u
77	Cn1ncc(Cl)c1C(=O)NCC1CCCO1 (configuration not stated)	9%	1%	-2%
78	NC(=O)C(c1ccc(Cl)cc1)c1ccc(Sc2ccccc2)nn1 (configuration not stated)	u	3%	u
79	CC(C)c1cc(NC(=O)CCl)on1	9.2µM*	4%	13µM*
80	O=C(CNC(=O)OCc1ccccc1)OC(c1ccccc1)c1ccccc1	-26%	x	u
81	Cc1ccc(-n2nnc(-c3cc4ccccc4nc3Cl)n2)cc1	-27%	1%	u
82	O=C(NCc1ccccn1)C1CN(S(=O)(=O)c2ccccc2)CCN1S(=O)(=O)c1ccccc1 (configuration not stated)	-9%	0%	8%
83	CC(C)(C)Cc1c(-c2ccccc2)nc2ccc(Br)cn12	23µM*	x	u
84	COc1ccc(C(C)=O)cc1CSc1nc(NCc2ccc(Cl)cc2)c2ccccc2n1	-23%	6%	u
85	CCN(CC)S(=O)(=O)c1ccc(NC(=O)COC(=O)c2cnc(C)cn2)cc1	-6%	3%	-11%
86	C=C[C@H](CC(C)C)N(Cc1ccccc1)S(=O)(=O)N(Cc1ccccc1)[C@@H](C=C)CC(C)C	15µM*	-4%	13µM*
87	COc1ccc(Cl)cc1NC(=O)CSc1nnc(CN2CCOCC2)n1-c1ccc(Cl)cc1	21µM*	8%	16µM*
88	COc1cc(/C=N\Nc2nc(-c3cccs3)c(NC(C)=O)s2)ccc1O	u	x	u
89	CCc1cccc(CC)c1N(COC)C(=O)Cn1c(CC)nc2ccccc21	u	x	-18%
90	CCOc1ccc(N(CC(=O)NN=C2CCCC2)S(C)(=O)=O)cc1	0%	3%	4%

# Quoted at random: two records from the list, in no set order.
cpd	Structure	DT40 TDP1 no CPT	TDP1 inh	TDP1 cell CPT
67	Cc1nc2cnc(Oc3ccccc3)nc2n(-c2ccccc2)c1=O	-51%	x	-35%
79	CC(C)c1cc(NC(=O)CCl)on1	9.2µM*	4%	13µM*

# Other structures follow.
cpd	Structure	DT40 TDP1 no CPT	TDP1 inh	TDP1 cell CPT
91	CCOC(=O)C1=C(O)/C(=C/c2ccc(OCC(=O)O)c(OC)c2)SC1=Nc1ccc(OC)cc1	-19%	3%	1%
92	CC(=O)N1CCSc2ccc(S(=O)(=O)NCCc3ccc(C)cc3)cc21	21µM*	2%	23µM*
93	COc1ccc(OCc2nc(N)nc(Nc3ccccc3)n2)cc1	u	4%	-25%
94	Cc1cccc(/C=C/c2ccccc2)n1	-18%	2%&6%	-3%
95	COC(=O)c1ccccc1NC(=O)c1cccc(NC(=O)c2ccc(Br)o2)c1C	1.8µM*	2%	2.9µM*
96	CCCCc1ccc(NC(=S)NCCc2ccc(S(N)(=O)=O)cc2)cc1	u	5%	-6%
97	O=C1Oc2ccccc2C(=O)/C1=C/N1CCN(c2ccccc2F)CC1	2%	0%	1%
98	CC1(C)Cc2ccccc2-c2nnc(SCC(=O)Nc3ccc4c(c3)OCO4)n21	u	2%	16µM*
99	COc1ccc(CCNc2oc(COc3ccccc3F)nc2C#N)cc1	u	8%	u
100	O=C(NNc1nc2c(F)cccc2s1)C1COc2ccccc2O1 (configuration not stated)	-9%	2%	u
101	CC[C@@]12C(=O)N(c3cccc(Br)c3)C(=O)N1[C@H](c1ccc(OC)cc1)[C@@H]1C(=O)N(C(C)(C)C)C(=O)[C@@H]12	u	x	u
102	O=C(NNc1ccccc1)C(=O)NNS(=O)(=O)c1ccc(CCCl)cc1	-11%	1%	-10%

# One compound at a time (already shown). Order of screens: DT40 TDP1 no CPT | TDP1 inh | TDP1 cell CPT
# COc1ccc(OCc2nc(N)nc(Nc3ccccc3)n2)cc1 is entered as u | 4% | -25%
# COC(=O)c1ccccc1NC(=O)c1cccc(NC(=O)c2ccc(Br)o2)c1C is entered as 1.8µM* | 2% | 2.9µM*
# Cc1cccc(/C=C/c2ccccc2)n1 is entered as -18% | 2%&6% | -3%

# From PubChem
